# Screening data as filed in PubChem BioAssay.
# uPA surface inh: cell surface uPA generation inhibition; cell surface uPA generation assay, qHTS; Potency, µM (top dose mostly 38.3 µM), inactives show at the highest dose activity change, negative = inhibition, most hits filed as inhibitors; hit rate 0.31% among 330,000; AID 540303; active = well fitted inhibition curve with a large enough effect; inconclusive = small, poorly fitted or top-dose-only effect; inactive = no such curve, though single readings can be large or run the other way; tested in mouse RAW 264.7 cells; also: potency is read from the fitted curve at half-maximal effect; % is scaled to controls: 0 for no effect and ±100 for the full control effect; nearly all actives have a fitted effect of over 55% in size
# ELG1 genotox: induces genotoxicity in HEK293T cells with luciferase-tagged ELG1. HEK293T ELG1-luciferase reporter, luminescence, 16 h. Potency, µM (top dose mostly 46 µM), for the others: top-dose activity change, positive = activation, usual class: activators. hit rate 1.3% among 330,000; also: potency is read from the fitted curve at half-maximal effect; % of control where 0% means no effect; nearly all actives have a fitted effect of over 60% in size
#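 16 hr compound incubation (37 °C, 5% CO2) of HEK293T cells carrying luciferase-tagged ELG1; luciferase then measured by ONE-Glo luminescence after 30 min at RT.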
# TSG101-PTAP inh: blocks PTAP/TSG101 interaction to inhibit HIV-1 budding | AID 493005 | Fluorescence polarization, FITC-PTAP peptide / Tsg101 binding | 340,000 tested, under 10 active | Potency, µM (doses to about 115 µM), without a hit: at the top dose activity change, negative = inhibition, usual class: inhibitors; active = well fitted inhibition curve with a large enough effect in the main read-out, with a control signal flat, not every such curve was filed as active; inconclusive = small, poorly fitted or top-dose-only effect, or effect the other way, or a change in a side signal; inactive = no such curve, though single readings can be large or run the other way; also: potency is read from the fitted curve at half-maximal effect; % of control where 0% means no effect
#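 Steps: Tsg101 binding domain dispensed (10 uM final), compounds pinned in DMSO, FITC-labeled PTAP-motif peptide added (50 nM final); after 20 min binding at room temperature, polarization measured.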
# TRPV1 ag: agonists of human vanilloid receptor 1 (TRPV1); activation, % at 8.33 µM; hit rate 0.19% among 320,000; Q8NER1; TRPV1-expressing cells, Fluo-8 calcium influx, agonist mode; AID 540275; in the data active = activation above about 80%; inconclusive = between about 30% and that limit; also: 0% is about no effect
#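 Fluo-8 calcium influx in TRPV1-expressing cells, kinetic read (ex 480/em 520 nm). Compound added and read 3 min for agonist activity, followed by capsaicin at EC20 final and 2 min further read for enhancement.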
# BRCA1 expr up: BRCA1 expression activation. MCF7-BRCA1-FFLuc reporter, luminescence, 48 h; response scale: scaled: vehicle 0%, 10 µM genistein 100%. Potency, µM (highest dose often 46.1 µM), inactives show at the highest dose activation, most hits filed as activators. hit rate 1.1% among 380,000; also: potency is read from the fitted curve at half-maximal effect; nearly all actives have a fitted effect of over 80% in size; some results filed as inactive show a strong effect at the top dose
#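 MCF7-BRCA1-FFLuc, 2000 cells/well; 2 h attach, 37 °C/5% CO2; compound 48 h; luciferase substrate 15 min; luminescence end-point. Norm. to genistein 10 microM max activation and DMSO; concentration-response curves fitted.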
# a7 integrin act: activators of alpha7 integrin expression for muscular dystrophy | alpha7betagal myoblasts, beta-gal FDG fluorescence, 48 h | Potency, µM (doses to about 38.3 µM), inactives show at the top dose activation, actives largely listed as activators | hit rate 0.064% among 350,000 | AID 624291;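 also: potency is read from the fitted curve at half-maximal effect; 100% = response of the positive control SU9516; nearly all actives have a fitted effect of over 60% in size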
#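 alpha7betagal+/- myoblasts (passage 13, 250/well) treated 48 h at 37C with compounds at 1:260 dilution of DMSO stock. Lysed, then beta-galactosidase activity read as FDG fluorescence (ex 480/em 540) after 30 min, with pre-read for autofluorescence.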
# USP2a inh: USP2a (human) protease inhibition. O75604. USP2 core, Ub-CHOP2 coupled fluorogenic reporter, 485/531. Potency, µM (highest dose often 38.3 µM), without a hit: top-dose activity change, negative = inhibition, usual class: inhibitors. hit rate 0.01% among 330,000. AID 463254;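 also: potency is read from the fitted curve at half-maximal effect; plate controls were DMSO wells for no effect and full inhibition by NEM control for full effect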
#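 USP2 core (10nM final) preincubated 30min RT with compound in 20mM Tris-HCl pH 8.0, 2mM CaCl2, 2mM beta-mercaptoethanol, 0.05% CHAPS; 25nM Ub-CHOP2 plus 25nM reporter substrate added, fluorescence (Ex485/Em531) read after 60min.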
# p53 reactivator: mutant p53 re-activation in reporter cells; H1299 p53-A138V BP100-luciferase reporter, luminescence, 24 h; Potency, µM (top dose mostly 92.2 µM), for inactives: at the top dose activity change, positive = activation, usual class: activators; hit rate 0.063% among 320,000; AID 504706; also: potency is read from the fitted curve at half-maximal effect; % of control where 0% means no effect; nearly all actives have a fitted effect of over 45% in size
#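 p53-null H1299 cells stably carrying temperature-sensitive p53-A138V and a BP100-luciferase reporter were pinned with compounds (4-point, 1:5 series) and held 24 hrs at 37 deg C. Luminescence was read 10 min after detection reagent.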
# B2AR arrestin: recruits beta-arrestin to the human beta2-adrenergic receptor; hit rate 0.02% among 330,000; AID 492947; Potency, µM (series often up to 46.1 µM), for inactives: top-dose activation, actives largely listed as activators; beta-arrestin recruitment to beta2AR, cell-based reporter;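 also: potency is read from the fitted curve at half-maximal effect; 0% = DMSO controls and full agonism = EC100 isoproterenol or metaproterenol; nearly all actives have a fitted effect of over 65% in size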
# Target sequence (P07550 whole entry, looked up): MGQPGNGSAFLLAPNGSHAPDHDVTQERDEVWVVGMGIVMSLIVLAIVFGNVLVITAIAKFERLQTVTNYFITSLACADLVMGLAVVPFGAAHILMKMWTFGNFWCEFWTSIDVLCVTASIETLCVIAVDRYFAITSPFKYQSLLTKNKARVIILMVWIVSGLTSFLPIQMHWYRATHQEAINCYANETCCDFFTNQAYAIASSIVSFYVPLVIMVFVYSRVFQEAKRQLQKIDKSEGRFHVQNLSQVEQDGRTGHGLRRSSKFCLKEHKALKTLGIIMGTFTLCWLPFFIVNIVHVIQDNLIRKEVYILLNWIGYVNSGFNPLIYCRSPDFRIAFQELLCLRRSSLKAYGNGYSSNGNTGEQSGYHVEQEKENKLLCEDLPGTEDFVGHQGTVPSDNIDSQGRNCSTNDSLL
# ASM inhibitor: inhibitors of human secretory acid sphingomyelinase. P17405. placental ASM, HMU-PC fluorogenic substrate, 60 min. Potency, µM (highest dose often 57.5 µM), for the others: top-dose activity change, negative = inhibition, usual class: inhibitors. hit rate 0.006% among 340,000. AID 504937; also: potency is read from the fitted curve at half-maximal effect
#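 qHTS format. ASM enzyme prepared from human placenta hydrolyses the fluorogenic substrate HMU-PC0 (9 uM final) over 60 min at 37 °C after a 10 min compound preincubation.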
# Eya2 phos inh: Eya2 (human) phosphatase inhibition; O00167; recombinant Eya2, OMFP fluorescence dephosphorylation (OMFP is methylfluorescein phosphate); Potency, µM (doses to about 76.9 µM), inactives show at the highest dose activity, negative = inhibition, actives largely listed as inhibitors; hit rate 0.006% among 330,000; also: potency is read from the fitted curve at half-maximal effect; % is scaled to controls: 0 for no effect and ±100 for the full control effect
# Target sequence (O00167 whole entry, looked up): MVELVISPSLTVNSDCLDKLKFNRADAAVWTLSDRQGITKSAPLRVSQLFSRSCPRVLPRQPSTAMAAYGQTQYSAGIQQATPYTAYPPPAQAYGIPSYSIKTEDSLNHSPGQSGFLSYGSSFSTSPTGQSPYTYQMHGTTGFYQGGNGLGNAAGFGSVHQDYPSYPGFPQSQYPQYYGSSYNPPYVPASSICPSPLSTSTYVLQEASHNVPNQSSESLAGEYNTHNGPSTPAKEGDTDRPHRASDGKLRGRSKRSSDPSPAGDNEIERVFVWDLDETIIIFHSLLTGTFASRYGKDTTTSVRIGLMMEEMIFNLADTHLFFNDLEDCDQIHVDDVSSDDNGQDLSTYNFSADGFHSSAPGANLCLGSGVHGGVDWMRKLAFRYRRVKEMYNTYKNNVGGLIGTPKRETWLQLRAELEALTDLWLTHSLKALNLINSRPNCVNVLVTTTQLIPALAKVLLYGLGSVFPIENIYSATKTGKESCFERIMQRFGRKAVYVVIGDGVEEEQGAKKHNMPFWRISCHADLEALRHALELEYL
#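 Eya2 protein (added as 0.2 uM solution) was preincubated with compound for 10 min at ambient temperature in 50 mM HEPES pH 7.5, 50 mM NaCl, 5 uM MgCl2, 0.05% BSA, 1 mM DTT. OMFP (added at 50 uM) then reacted 10 min; fluorescence read at 485/525 nm.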
# * = called active by the depositor; ? = inconclusive; / = no result given; [ ] = remark or other dose. Unless noted, calls follow the shape of the dose curve; as a rule, active = well fitted curve in the direction sought with a large enough effect; inconclusive = small, poorly fitted or top-dose-only effect, or another doubt; inactive = no such curve, though single readings can be large; an effect the other way counts as inactive or inconclusive.
SMILES,uPA surface inh,ELG1 genotox,TSG101-PTAP inh,TRPV1 ag,BRCA1 expr up,a7 integrin act,USP2a inh,p53 reactivator,B2AR arrestin,ASM inhibitor,Eya2 phos inh
CN1CCN(C(=O)C2CCC(=O)N(CCc3cccc(F)c3)C2)CC1 (stereo not given),5%,12%,0%,5,-16%,?,0%,-1%,-0.6%,0%,8%
Cn1c(CNc2nc(-c3ccccc3)cs2)nnc1SCC(=O)N1CCc2ccccc21,10%,-20%,-3%,-3,-12%,0%,2%,-10%,0.2%,?,8%
COc1ccccc1N1CCN(C2CCCN(S(=O)(=O)c3ccccc3)C2)CC1 (stereo not given),3%,-17%,/,6,-27%,6%,3%,-10%,-0.1%,4%,-9%
CCOC(=O)C1CCCCN1C(=O)CCc1c(C)nc2cc(-c3ccccc3)nn2c1C (stereo not given),-7%,-13%,-2%,3,-22%,-34%,1%,-11%,0.2%,-7%,5%
CCOc1nc(C)ccc1-c1noc(-c2ccncc2)n1,2%,8%,-5%,3,63%,8%,3%,23%,-0.3%,4%,3%
CC(C)[C@H](NC(=O)C1CCN(S(=O)(=O)c2ccc(F)cc2)CC1)C(=O)N1CCCC1,-2%,1%,-7%,3,12%,-15%,4%,2%,-0.4%,5%,1%
O=c1[nH]c(SCc2ccc(Cl)cc2)nc2c1CCC2,-4%,6%,-2%,1,75%,8%,0%,-1%,0.0%,-1%,11%
COc1ccc(Cl)cc1S(=O)(=O)N(C)CC(=O)NCc1ccc2c(c1)OCO2,0%,1%,0%,1,-18%,-7%,1%,-4%,-0.2%,-3%,1%
COc1ccc(-c2nc3ccccc3[nH]2)cc1,?,0.52µM*,-5%,27,-14%,8%,2%,8%,-0.3%,0%,-25%
Cc1ccc(C(=O)NC(=S)/C=C2\N(C)c3ccccc3C2(C)C)cc1,?,1%,-3%,?,-25%,-44%[inhibitor],3%,?,-0.2%,-12%,-14%
Cc1cn([C@@H](CCCCN)C(=O)NCCCCCCCCCCC(=O)N2CCNCC2)nn1,-1%,2%,-3%,-2,12%,0%,4%,10%,0.0%,5%,3%
O=C1C2C3C=CC(C3)C2C(=O)N1CCc1ccccc1 (stereo not given),12%,0%,-6%,-7,2%,-13%,1%,0%,-0.1%,1%,-7%
CCOc1ccc(Nc2oc(-c3cccs3)nc2C#N)cc1,-2%,/,-3%,3,37%,5%,/,/,/,149%[activator],/
CS(=O)(=O)N(CC(=O)Nc1ccc(S(=O)(=O)N2CCOCC2)cc1)c1ccccc1Cl,2%,-3%,-1%,11,-18%,?,-1%,-1%,-0.1%,-2%,1%
Cc1ccc(NC(=O)CSCC(=O)Nc2ccc(S(=O)(=O)N3CCCC3)cc2)cc1,-7%,-1%,-3%,9,-11%,-9%,1%,-3%,0.2%,0%,3%
OC(COCC(F)(F)C(F)(F)C(F)(F)C(F)F)Cn1c2ccccc2c2ccccc21 (stereo not given),-1%,0%,?,-7,-86%[inhibitor],-50%[inhibitor],-10%,5%,-1.3%,/,-27%
CN(c1ccc(C(=O)N2CCN(Cc3ccccc3)CC2)cc1)S(=O)(=O)c1ccc(Cl)cc1,-5%,-16%,-7%,2,-44%,-22%,3%,-11%,-0.9%,0%,-1%
CCOc1cc(C(=O)O)cc(Cl)c1OC,3%,0%,-11%,-1,-17%,3%,2%,-14%,-0.8%,3%,-18%
O=C(CCc1ccccc1)Nc1ccccc1F,-2%,?,-1%,14,?,19%,0%,?,0.1%,5%,20%
O=C(NCCn1c(C(F)(F)F)nc2ccccc21)[C@H]1CCCN1c1nc(CN2CCCCC2)cs1,2%,5%,-2%,3,7%,-20%,1%,/,0.2%,-2%,-4%
COCC(C)n1c(C)cc(C(=O)CSc2nnc(N)s2)c1C (stereo not given),-8%,8.2µM*,-15%,-1,27%,4%,5%,26%,0.4%,2%,3%
Clc1ccc(-c2nnc3cccc(Cl)n23)c(Cl)c1,0%,-1%,1%,-1,-11%,-20%,-1%,-36%[inhibitor],0.1%,-1%,10%
O=C(NC1CCCCC1)N1CCN(C(=O)c2ccco2)CC1,/,2%,-9%,-1,-2%,10%[7.66 µM],4%,0%,0.3%,5%,10%
COC(=O)c1ccc(N=Cc2c(C(F)(F)F)[nH]n(C)c2=O)cc1,4%,9%,-3%,-2,16%,10%,-1%,0%,-0.3%,4%,2%
C/C(=N\NC(=O)C1COc2ccccc2O1)c1cccs1 (stereo not given),-6%,16%,-12%,12,-1%,-5%,3%,4%,0.0%,-2%,-5%
CC(=O)c1ccc(N=Cc2c(O)n(-c3cc(Cl)ccc3N3CCOCC3)c(=O)c3ccccc23)cc1,-9%,-1%,-1%,20,-44%,-16%,-6%,-4%,0.4%,5%,-18%
Cc1ccc(NC2=CC(=O)CC(C)(C)C2)cc1C,/,2%,-1%,18,-19%,7%,0%,-1%,-0.3%,2%,-22%
c1cn(CCCNc2ncnc3sc4c(c23)CCC4)cn1,5%,-6%,-2%,-3,-12%,-18%,1%,-3%,-0.8%,3%,-2%
O=C(Nc1cccc(NC(=O)N2CCN(c3ccccc3)CC2)c1)N1CCN(c2ccccc2)CC1,-8%,-16%,1%,2,-35%,-17%,2%,-11%,-1.1%,-3%,5%
CC(C)NC(=O)Nc1ccc2c(c1)C(=O)N([C@H](C)CO)C[C@H](C)[C@@H](CN(C)S(=O)(=O)c1ccc(F)cc1)O2,-1%,0%,-2%,/,-29%,0%,1%,3%,0.2%,-3%,-11%
O=C(Nc1cccc(Cl)c1N1CCOCC1)c1ccc2c(c1)OCCO2,-8%,-5%,-2%,?,0%,?,3%,-2%,-0.2%,2%,3%
COc1ccccc1/C=C/C=N/NC(=O)c1cc(-c2ccc(C)o2)[nH]n1,-11%,-13%,-2%,-3,-42%,-27%,-1%,-4%,0.0%,-14%,-5%
O=C(NNC(=S)Nc1ccc(F)cc1)c1ccccc1OC(F)F,/,-13%,0%,4,-55%,1%[7.66 µM],1%,19%,-0.1%,3%,7%
CC(=O)NCCc1nc(-c2ccc(Cl)cc2)no1,-11%,/,0%,/,21%,23%,/,/,/,-1%,/
COc1ccc(Cc2nnc(SCC(=O)NCC3CCCO3)o2)cc1 (stereo not given),11%,3%,-1%,3,-4%,3%,-4%,-5%,-0.3%,-1%,1%[15.4 µM]
COC(=O)Cc1csc(Nc2c(C)n(C)n(-c3ccccc3)c2=O)n1,/,-5%,-2%,-1,-11%,5%,0%,-7%,-0.2%,2%,-13%
Cc1ccc(C(=O)Nc2cccc(C(F)(F)F)c2)cc1Nc1ccccn1,?,-3%,-4%,19,-45%,14%,-6%,1%,-0.2%,-5%,-1%
C#CC(CO)N(CCN(Cc1ccccc1)C(C#C)CO)Cc1ccccc1 (stereo not given),6%,-6%,-3%,12,-16%,5%,0%,6%,-1.0%,-3%,4%
N/C(=N\OC(=O)CC1CCCCC1)c1cccc([N+](=O)[O-])c1,5%,2%,-2%,24,16%,-35%,1%,17%,-0.1%,3%,0%
Cn1c(=O)oc2cc(S(=O)(=O)NCc3ccco3)ccc21,2%,0%,-5%,-3,-4%,2%,-1%,-1%,0.2%,-2%,20%
O=c1c2cnn(-c3ccc(F)cc3)c2ncn1Cc1ccc(F)cc1,7%,-1%,-1%,?,-16%,-10%,0%,11%,-0.2%,-7%,-15%
O=C(Cc1ccc([N+](=O)[O-])cc1)Nc1cc(C(F)(F)F)cc(C(F)(F)F)c1,6%,-7%,-1%,?,-29%,6%,2%,0%,0.0%,-2%,-5%
COc1ccc(NS(=O)(=O)c2ccc(OCC(=O)N3CCOCC3)cc2)cc1Cl,-6%,-4%,-3%,1,-32%,-2%,2%,-12%,-0.6%,-2%,-1%
Cc1ccc(N(CC(=O)N/N=C/c2cc(C)n(-c3ccccc3)c2C)S(C)(=O)=O)c(C)c1,7%,0%,-1%,1,-18%,-9%,4%,-1%,-0.3%,-7%,-3%
COc1cnc(-c2ccccn2)nc1Oc1ccc(Cl)cc1,-5%,-12%,-8%,-6,1%,-3%[7.66 µM],-1%,-3%,0.2%,4%,-6%
COc1ccccc1NC(=O)c1c(O)c2ccccc2[nH]c1=O,6%,8%,-10%,-3,-10%,-11%,4%,6%,0.5%,-1%,9%
CCCc1cc(=O)oc2cc(C)cc(OCC(=O)NC3CC3)c12,1%,-3%,-3%,1,-5%,-2%,0%,-9%,0.2%,1%,-2%
